Siah-1 displacement: blockers of Siah-1 interaction with plectin peptide – biochemical, fluorescence polarization, rhodamine-plectin, uHTS, primary screen (AID 1817) | Siah-1 / rhodamine-plectin peptide fluorescence polarization; higher % means a stronger effect | one-dose displacement, % at 20 µM; IC50 in µM for titrated hits | actives 0.02% (n = 290,000);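 active = displacement of at least 50% at 20 µM, with a fluorescence ratio check between 0.3 and a set limit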;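 also: plate controls were Siah plus tracer with DMSO for no effect and tracer alone without Siah for full effect; strong numbers were not always called active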
KOR beta-arrestin-1: kappa opioid receptor activators – cell-based, luminescence, uHTS, primary screen (AID 1777). KOR beta-arrestin recruitment, luminescence; higher % means a stronger effect. activation, % at 10 µM; hits with a dose series show EC50 in µM. actives 0.02% (n = 280,000); in the data active = activation above about 50%, passing the limit was not always enough; also: a part of the inactive calls stands beside numbers as strong as those of hits
NOD1 NF-kB reporter: NOD1 signaling inhibitors, primary screen, cell-based, luminescence, uHTS (AID 1578); NOD1-driven NF-kB luciferase reporter cells, luminescence; higher % means a stronger effect; inhibition, % at 4 µM; hits with a dose series show EC50 in µM; actives 1% (n = 290,000); in the data active = inhibition mostly above about 36%, no sharp cut-off; inactive = mostly below about 34%;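 also: HEK-293T reporter cells stimulated with the NOD1 agonist gamma-tri-DAP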
LYP inhibition: inhibitors of LYP phosphatase, biochemical, fluorescence intensity, uHTS (AID 1779); recombinant LYP phosphatase, fluorescence intensity; higher % means a stronger effect; actives 0.054% (n = 290,000); inhibition, % at 11.5 µM; hits with a dose series show IC50 in µM;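 also: plate controls were vehicle with enzyme for no effect and no enzyme for full effect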
HIV fusion peptide: cell-free HIV fusion peptide-binding blockers – biochemical, uHTS, fluorescence dequenching, primary screen (AID 1986); actives 0.3% (n = 290,000); inhibition, % at 20 µM, or IC50 in µM where a hit was titrated; cell-free peptide binding, fluorescence dequenching, 30 min; higher % means a stronger effect; in the data active = inhibition mostly above about 52%, no sharp cut-off; inactive = mostly below about 76%; also: some results filed as inactive read as strong as hits
Salmonella PhoP GFP: PhoP-dependent GFP reporter repression – Salmonella Typhimurium, primary screen (AID 1863). S. Typhimurium PhoP-regulated promoter GFP reporter, 4 h; higher % means a stronger effect. inhibition, % at 50 µM; hits with a dose series show IC50 in µM. actives 0.16% (n = 300,000);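 active = inhibition over 29.93%, a cutoff 3 SD above the screen mean, later confirmed by dose response; inconclusive = inhibition over 29.93% but no dose response follow-up; inactive = inhibition at most 29.93% or unconfirmed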;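 also: 0% = low Mg2+ inducing control and 100% = high Mg2+ repressing control; strong numbers were not always called active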
KOR beta-arrestin-2: kappa opioid receptor blockers – cell-based, luminescence, uHTS (AID 1778). KOR beta-arrestin recruitment, luminescence, antagonist mode; higher % means a stronger effect. one-dose inhibition, % at 10 µM; IC50 in µM for titrated hits. actives 0.091% (n = 290,000); also: strong numbers were not always called active
NOD2 inhibition: inhibition of NOD2-driven NF-kB reporter – cell-based, luminescence, uHTS, HEK293 (AID 1566) | HEK293 NOD2/NF-kB luciferase reporter, luminescence; higher % means a stronger effect | inhibition, % at 4 µM, or EC50 in µM where a hit was titrated | actives 0.63% (n = 290,000); also: many of its hits are not listed in these tables
Myeloid diff 2: myeloid differentiation induction; actives 1% (n = 360,000); calls only at 10 µM; AID 624256; ER-HoxA9 myeloid progenitors, lysozyme-GFP differentiation, flow cytometry;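 active = normalized GFP-positive differentiation at or above the plate's own cutoff, the solvent-only control mean plus 3 SD; inconclusive = no clear call, values can overlap the other calls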;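 also: cells exposed to compound for four days before flow analysis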
Myeloid diff 2 GFP+ MAC1+ %: also measured in Myeloid diff 2; calls as there; GFP+ MAC1+ double positive, %; measured here: differentiation confirmed by MAC1 staining
The depositor's hits bear a star; i = inactive; ? = inconclusive; . = not tested or not shown; [ ] = remark or other dose. Rule as the data show it, unless noted: active = inhibition above about 50%; inactive = the rest. This is a subset; rates above refer to the full screens.

[1] Cc1ccc(NC(=O)CCS(=O)(=O)c2ccc3nc(C)sc3c2)cc1
[2] CC1=C(C(=O)Nc2ccccn2)C(c2ccc(F)cc2)n2ncnc2N1 (stereo not drawn)
[3] CC1CCCC(C)N1CCCNC(=O)C1CCCN(c2ncnc3c2nc2n3CCCCC2)C1 (stereo not drawn)
[4] CCN(CC)S(=O)(=O)c1ccc(Cl)c(NC(=O)COC(=O)/C=C/c2cc(OC)c(OC)c(OC)c2)c1
[5] Nc1ccc(Oc2ncccn2)cc1
[6] COc1cccc(C2C(C(=O)c3sc(C)nc3C)=C(O)C(=O)N2CCN2CCOCC2)c1 (stereo not drawn)
[7] CCN(CC)C(=O)c1ccc(S(=O)(=O)Cc2ccc(C)cc2)c([N+](=O)[O-])c1
[8] CCN1CCc2c(OCC(=O)N3CCc4ccccc43)cccc2C1=O
compound no.,1,2,3,4,5,6,7,8
Siah-1 displacement,0%,3%,4%,-1%,2%,0%,5%,5%
KOR beta-arrestin-1,-6.2%,-2.8%,8.5%,11%,-1.7%,-3.0%,-0.4%,-4.4%
NOD1 NF-kB reporter,-15%,-10%,-9%,-17%,0%,3%,3%,-13%
LYP inhibition,-14%,-6%,-6%,9%,-6%,-14%,-6%,-7%
HIV fusion peptide,-0.9%,-0.4%,0.7%,-0.9%,-3.3%,-1.5%,-2.0%,-0.5%
Salmonella PhoP GFP,.,10%,-2%,8%,.,-6%,-5%,-4%
KOR beta-arrestin-2,-2%[20 µM],-1%,-16%,-40%,20%,-24%,23%,-6%
NOD2 inhibition,15%,7%,6%,-9%,19%,9%,8%,14%
Myeloid diff 2,i,i,i,i,i,i,i,.
Myeloid diff 2 GFP+ MAC1+ %,4.3,4.9,3.3,0.0,0.9,0.5,0.8,.

[9] CC1CN(S(=O)(=O)c2ccc(NC(=O)c3cc(-c4ccccc4O)n[nH]3)cc2)CC(C)O1 (stereo not drawn)
[10] COc1ccc(-c2nc3ccccc3o2)cc1NC(=O)CSc1ccc(Cl)cc1
[11] COc1ccc2c(c1)NC1(O)c3ccccc3C(=O)C21O (stereo not drawn)
[12] O=C(NCCSc1ccccc1)c1ccccc1Cl
[13] COc1ccc(C(=O)N2CCN(C3CCN(Cc4ccccc4)CC3)CC2)cc1OC
[14] O=C(Nc1ccc(NC(=O)c2ccccn2)cc1)C(=O)Nc1ccc2c(c1)OCCO2
[15] CN(C(=O)NC(=O)C1=C(N2CCOCC2)/C(=C/c2ccccc2)CC1)S(C)(=O)=O
[16] Cc1cc(C)c(NC(=S)NCCO)c(C)c1
compound no.,9,10,11,12,13,14,15,16
Siah-1 displacement,0%,13%,1%,1%,3%,-2%,3%,2%
KOR beta-arrestin-1,18%,-2.6%,-0.6%,-4.7%,-7.1%,-3.7%,-3.0%,-1.0%
NOD1 NF-kB reporter,1%,-25%,-21%,-50%,-4%,-53%,14%,-3%
LYP inhibition,-2%,-2%,-6%,-6%,-8%,-4%,-7%,-8%
HIV fusion peptide,4.0%,-0.2%,-0.5%,-0.6%,3.2%,-0.4%,-4.1%,-0.6%
Salmonella PhoP GFP,0%,3%,22%,0%,5%,7%,-11%,-14%
KOR beta-arrestin-2,-15%,-25%,-9%,-8%,-8%,24%,11%,10%
NOD2 inhibition,-9%,4%,-12%,-68%,-8%,-1%,10%,12%
Myeloid diff 2,i,i,i,i,i,i,i,i
Myeloid diff 2 GFP+ MAC1+ %,1.2,0.3,5.2,0.9,0.7,0.7,3.8,0.3

[17] COc1cccc(C2C(C(=O)c3ccc(C)o3)=C(O)C(=O)N2CCN2CCOCC2)c1 (stereo not drawn)
[18] NCC12CC3CC(C1)CC(CN)(C3)C2
[19] Cc1[nH]nc2nc(SCC(=O)NCCC3=CCCCC3)n(-c3ccc(Br)cc3)c(=N)c12
[20] Oc1ccc(/C=N/Nc2cccc(Cl)n2)c(O)c1
[21] O=C(Nc1nnc(-c2ccccc2SCc2ccccc2F)s1)Nc1ccccc1F
[22] O=C(N/N=C/C=C\c1ccccc1)c1cnccn1
[23] COc1ccc(Nc2nc(N3CCOCC3)nc(N3CCOCC3)n2)c(OC)c1
[24] CCOC(=O)C1CCCN(C(=O)CCn2nnnc2CN2CCOCC2)C1 (stereo not drawn)
compound no.,17,18,19,20,21,22,23,24
Siah-1 displacement,-2%,-9%,1%,-10%,-4%,3%,-4%,0%
KOR beta-arrestin-1,6.4%,-2.1%,3.5%,-1.7%,3.7%,3.3%,-5.1%,3.2%
NOD1 NF-kB reporter,0%,-10%,-1%,-31%,-25%,-38%,1%,-15%
LYP inhibition,-3%,-5%,-4%,-9%,-5%,2%,-11%,-6%
HIV fusion peptide,-0.2%,-4.6%,-1.3%,-0.1%,0.4%,1.2%,0.9%,-0.6%
Salmonella PhoP GFP,-2%,-8%,-1%,-2%,19%,9%,4%,1%
KOR beta-arrestin-2,-25%,-5%,11%,-51%[20 µM],1%,-4%,-1%[20 µM],-38%
NOD2 inhibition,14%,4%,19%,-42%,-21%,10%,13%,6%
Myeloid diff 2,i,i,?,i,i,i,i,i
Myeloid diff 2 GFP+ MAC1+ %,0.9,0.6,.,0.9,0.8,0.7,0.8,1.1

[25] CCOC(=O)COc1cc(Br)c(/C=N/Nc2ccccc2)cc1OC
[26] CCOC(=O)C1CCN(c2c(-c3ccccc3)c3cc(Cl)ccc3[nH]c2=O)CC1
[27] CC(=O)c1ccc(-n2nnnc2SCC(=O)N2CCc3ccccc3C2)cc1
[28] C=CCOC(=O)C1=C(C)OC(N)=C(C#N)C1c1ccc(F)cc1 (stereo not drawn)
[29] COc1ccc(C(=O)Nc2ccc(S(=O)(=O)Nc3ncccn3)cc2)cc1OC
[30] CC(C)c1ccc(NC(=O)[C@@H](C)NC(=O)[C@@H]2Cc3ccccc3CN2)cc1
[31] CCN1CCN(CC(=O)Nc2ccc(Cl)c(S(=O)(=O)N(C)C)c2)CC1
[32] Cc1ccc(S(=O)(=O)NCC(=O)NCCc2c[nH]c3ccccc23)cc1C
compound no.,25,26,27,28,29,30,31,32
Siah-1 displacement,6%,-4%,2%,1%,-3%,-1%,-3%,5%
KOR beta-arrestin-1,1.5%,22%,-0.3%,-0.3%,.,-1.9%,4.1%,4.8%
NOD1 NF-kB reporter,-1%,-7%,-26%,8%,-17%,-22%,-4%,-22%
LYP inhibition,-2%,1%,2%,-7%,-12%,-10%,-9%,-6%
HIV fusion peptide,-0.7%,1.8%,2.2%,0.0%,1.5%,-0.9%,-0.9%,1.7%
Salmonella PhoP GFP,1%,4%,5%,10%,3%,1%,7%,3%
KOR beta-arrestin-2,1%,-23%,-19%,17%,13%[20 µM],12%,-14%[20 µM],-3%
NOD2 inhibition,-9%,12%,3%,23%,14%,-1%,16%,9%
Myeloid diff 2,i,i,i,i,i,i,i,i
Myeloid diff 2 GFP+ MAC1+ %,0.6,0.4,1.0,1.4,0.3,5.5,0.8,7.4

[33] COc1ccc(CCNC(=O)CCS(=O)(=O)c2ccc3nc(C)sc3c2)cc1OC
[34] O=C(c1ccc2c(c1)OCO2)N1CCN=C1SCc1ccccc1
[35] C=CCN(CC=C)c1ccc(N2C(=O)C3CCCCC3C2=O)cc1[N+](=O)[O-] (stereo not drawn)
[36] Fc1cc(F)c2nc(N3CCOCC3)sc2c1
[37] O=C(COC(=O)C1CC(=O)N(c2ccc3c(c2)OCCO3)C1)NC1CCCc2ccccc21 (stereo not drawn)
[38] COc1ccc(S(=O)(=O)NCCSc2ccc(Cl)cc2)cc1OC
[39] Cc1ccc(C(C)C)cc1OCCOCCN1CCCC1
[40] COc1cccc(N(C(=O)c2nc3nccc(C)n3n2)c2nc3ccccc3s2)c1
compound no.,33,34,35,36,37,38,39,40
Siah-1 displacement,-1%,-2%,0%,0%,5%,4%,6%,7%
KOR beta-arrestin-1,-5.5%,1.8%,-8.7%,2.1%,-1.7%,-3.1%,12%,-2.8%
NOD1 NF-kB reporter,-4%,0%,6%,-21%,-7%,34%,-7%,-36%
LYP inhibition,-12%,-2%,-4%,-5%,-8%,0%,-11%,-4%
HIV fusion peptide,1.6%,0.2%,-2.4%,-2.0%,-1.4%,-1.6%,0.2%,-2.5%
Salmonella PhoP GFP,.,-2%,-2%,3%,4%,-5%,5%,-7%
KOR beta-arrestin-2,11%[20 µM],-7%,26%,20%,1%,-13%,0%,6%
NOD2 inhibition,8%,6%,10%,-19%,4%,9%,14%,-125%
Myeloid diff 2,i,i,i,i,i,i,i,i
Myeloid diff 2 GFP+ MAC1+ %,2.6,1.5,0.6,0.3,0.2,5.3,1.9,0.5

Whole records from above. Order of screens: Siah-1 displacement	KOR beta-arrestin-1	NOD1 NF-kB reporter	LYP inhibition	HIV fusion peptide	Salmonella PhoP GFP	KOR beta-arrestin-2	NOD2 inhibition	Myeloid diff 2	Myeloid diff 2 GFP+ MAC1+ %
Results for `O=C(c1ccc2c(c1)OCO2)N1CCN=C1SCc1ccccc1` → -2%	1.8%	0%	-2%	0.2%	-2%	-7%	6%	i	1.5
Results for `Fc1cc(F)c2nc(N3CCOCC3)sc2c1` → 0%	2.1%	-21%	-5%	-2.0%	3%	20%	-19%	i	0.3
Results for `O=C(COC(=O)C1CC(=O)N(c2ccc3c(c2)OCCO3)C1)NC1CCCc2ccccc21` (stereo not drawn) → 5%	-1.7%	-7%	-8%	-1.4%	4%	1%	4%	i	0.2
Results for `COc1cccc(N(C(=O)c2nc3nccc(C)n3n2)c2nc3ccccc3s2)c1` → 7%	-2.8%	-36%	-4%	-2.5%	-7%	6%	-125%	i	0.5
Results for `Cc1ccc(C(C)C)cc1OCCOCCN1CCCC1` → 6%	12%	-7%	-11%	0.2%	5%	0%	14%	i	1.9

Later entries
[41] Cc1c(-c2nc(-c3cccnc3)no2)cccc1[N+](=O)[O-]
[42] COc1ccc(CC(=O)N/N=C/c2c(C)n(C)c3ccccc23)cc1OC
[43] CCCCNC(=O)Nc1nc2ccccc2s1
[44] Cn1c(C(=O)N2CCN(c3ccc([N+](=O)[O-])cc3)CC2)cc2c(=O)[nH]c3ccccc3c21
[45] Cn1c(CSc2nnc(SCc3ccccc3)s2)nc2ccccc21
[46] Cc1cc(C2=NNC(=NC3CCCCC3)SC2)c(C)n1-c1c(C)n(C)n(-c2ccccc2)c1=O
[47] Cc1ccc(NCc2n[nH]c(=S)n2Cc2ccccc2)cc1Cl
compound no.,41,42,43,44,45,46,47
Siah-1 displacement,-4%,6%,4%,-6%,-3%,-1%,-6%
KOR beta-arrestin-1,0.0%,6.5%,-1.2%,2.6%,2.5%,-2.1%,.
NOD1 NF-kB reporter,-34%,-1%,-53%,-44%,-4%,3%,-5%
LYP inhibition,-4%,-2%,-2%,-2%,-10%,0%,-5%
HIV fusion peptide,-2.0%,-1.2%,-0.3%,-0.8%,-1.1%,4.6%,0.1%
Salmonella PhoP GFP,-2%,-3%,0%,2%,10%,-1%,-6%
KOR beta-arrestin-2,-58%[20 µM],24%,1%,-5%,7%,12%,-15%[20 µM]
NOD2 inhibition,-44%,-24%,-94%,-2%,13%,2%,12%
Myeloid diff 2,i,i,i,i,i,i,i
Myeloid diff 2 GFP+ MAC1+ %,0.3,0.8,0.4,0.0,1.0,0.7,0.5

From PubChem BioAssay
